Screening results deposited in PubChem BioAssay by several laboratories.
ERa SRC1 pot: enhances coactivator binding to human estrogen receptor alpha. P03372. TR-FRET ERalpha-LBD/SRC-Cy5 coactivator binding, 2 h; 100 = basal binding, no effect. coactivator binding (% of control), % at 25.6 µM. hit rate 1.3% among 86,000. AID 639; in the data active = activity above about 200%;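 note: binding measured in presence of low estradiol as agonist stimulus; 0% = peptide alone without receptor and 100% = receptor with peptide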
Ecoli WT expand: growth inhibitors of E. coli BW25113 wild type; OD600 absorbance; growth inhibition, % at 100 µM; hit rate 0.15% among 98,000; AID 710;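 active = growth inhibition above about 50% at one test dose, limit read from the data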;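 note: growth measured after 20 h incubation at 37 °C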
FAK blocker: blocks human focal adhesion kinase activity; Q05397; biochemical FAK kinase activity assay; inhibition, %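 (tested at 7 µM)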; hit rate 0.84% among 97,000; AID 727; in the data active = inhibition above about 19%;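 note: 0% = DMSO and 100% = reference compound high control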
Target sequence (Q05397 whole entry, looked up): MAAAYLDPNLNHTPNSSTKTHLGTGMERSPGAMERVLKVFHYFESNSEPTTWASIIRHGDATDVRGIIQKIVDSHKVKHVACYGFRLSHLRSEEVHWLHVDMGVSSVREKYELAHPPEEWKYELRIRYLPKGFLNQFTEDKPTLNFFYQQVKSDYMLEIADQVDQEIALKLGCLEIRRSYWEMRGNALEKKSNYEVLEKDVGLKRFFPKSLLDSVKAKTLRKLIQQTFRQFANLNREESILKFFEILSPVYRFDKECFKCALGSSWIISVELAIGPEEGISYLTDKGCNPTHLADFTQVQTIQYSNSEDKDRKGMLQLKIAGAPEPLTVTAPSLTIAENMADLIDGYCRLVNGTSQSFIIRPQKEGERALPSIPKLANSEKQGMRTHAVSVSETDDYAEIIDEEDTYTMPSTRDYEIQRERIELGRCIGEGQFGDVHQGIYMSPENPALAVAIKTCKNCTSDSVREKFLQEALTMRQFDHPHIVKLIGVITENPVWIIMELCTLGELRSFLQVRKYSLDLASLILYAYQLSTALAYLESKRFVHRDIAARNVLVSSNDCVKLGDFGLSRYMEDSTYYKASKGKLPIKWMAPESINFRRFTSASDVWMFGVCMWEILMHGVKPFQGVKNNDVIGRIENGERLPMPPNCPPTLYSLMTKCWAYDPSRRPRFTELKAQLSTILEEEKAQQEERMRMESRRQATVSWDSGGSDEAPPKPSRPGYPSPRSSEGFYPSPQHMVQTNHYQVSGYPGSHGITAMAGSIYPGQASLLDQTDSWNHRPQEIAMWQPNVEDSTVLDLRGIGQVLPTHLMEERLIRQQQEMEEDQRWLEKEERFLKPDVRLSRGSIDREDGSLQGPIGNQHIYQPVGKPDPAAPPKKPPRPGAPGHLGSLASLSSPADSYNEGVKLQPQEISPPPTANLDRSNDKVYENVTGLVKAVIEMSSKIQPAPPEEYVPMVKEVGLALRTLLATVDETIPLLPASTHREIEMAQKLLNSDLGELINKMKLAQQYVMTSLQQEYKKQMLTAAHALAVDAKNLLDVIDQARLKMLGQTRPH
MT1-MMP txn act: MT1-MMP promoter transcription activation; HT1080 MT1-MMP promoter luciferase reporter, luminescence, overnight; active compounds read high; activation factor at 10 µM; hit rate 0.16% among 86,000; AID 750;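 active = activation factor of at least 2 for MT1-MMP transcription at 10 µM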
PLAP act: activators of human placental alkaline phosphatase; P05187; purified PLAP enzyme, luminescent substrate read-out; active compounds read high; activation fold at 20 µM; hit rate 1.2% among 96,000; in the data active = activation fold above about 2
Mac1 fbg enh: increases human CD11b/CD18 adhesion to fibrinogen. K562 CD11b/CD18 adhesion to fibrinogen, ATPlite luminescence. activation, % at 10 µM. hit rate 0.07% among 93,000. AID 1499;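 active = 10 µM primary screen giving 50% or more activity, confirmed by 40% or more on retest at that dose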; note: strong numbers were not always called active; reference of the scale not given here
Mac1 fbg inh: CD11b/CD18-fibrinogen binding inhibition; P05107+P11215; K562 CD11b/CD18 adhesion to fibrinogen, ATPlite luminescence; Mn2+ added to activate the integrin; inhibition, % at 10 µM; hit rate 0.54% among 93,000; AID 1497;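 active = primary inhibition of 50% or more at 10 µM, then 40% or more on retest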; note: some results filed as inactive read as strong as hits
ERb SRC1 inh: ER-beta (human) coactivator binding inhibition. inhibition, % at 25.6 µM. hit rate 1.3% among 86,000. Q92731. TR-FRET ER-beta LBD / SRC1-Cy5 peptide binding; receptor agonist-loaded with 1 µM estradiol. AID 633;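 active = compounds whose percent inhibition of the receptor-coactivator binding signal exceeds about 50% in the single-dose screen, limit read from the data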;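 note: 0% = receptor plus peptide wells without compound and 100% = peptide-only wells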
ERa coact inh: ER-alpha (human) coactivator binding inhibition | TR-FRET ER-alpha LBD / SRC-1 peptide, estradiol-bound | hit rate 1.7% among 86,000 | inhibition, % at 25.6 µM; in the data active = inhibition above about 50%;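 note: 0% = receptor plus peptide control and 100% = peptide only without receptor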
An asterisk follows results filed as active; . = no result given; [ ] = remark or other dose. Rows were taken by chance. About 5.1% of those tested had a hit in this group.

SMILES	ERa SRC1 pot	Ecoli WT expand	FAK blocker	MT1-MMP txn act	PLAP act	Mac1 fbg enh	Mac1 fbg inh	ERb SRC1 inh	ERa coact inh
CS(=O)(=O)c1ccc2nc(NC(=O)c3ccco3)sc2c1	.	0	2	0.9	0.9	-2	19	.	.
CC(C)(C)c1ccc(-c2nc3c(C#N)c(-c4ccc5c(c4)OCO5)ccn3n2)cc1	.	-14	-7	.	1.4	-1	7	.	.
CCCCCCOC(=O)C(C#N)c1nc2ccccc2nc1N1CCCCC1 (stereo unspecified)	101	-29	-1	1.8	1.1	0	47	1	1
CCCOc1ccc(N2C(=O)CC(NCc3cccs3)C2=O)cc1 (stereo unspecified)	103	.	-3	1.3	.	.	.	4	-1
Cn1c(Cn2nnc3ccccc32)nnc1SCC(=O)N1c2ccccc2Sc2ccccc21	95	-1	-2	0.9	1.7	-2	25	-3[fluorescence artefact?]	-9
CCn1c(C(=O)NC(C)c2ccc3c(c2)OCCO3)cc2sccc21 (stereo unspecified)	117	-8	1	1.3	0.8	0	11	-10	-7
CC(C)NC(=O)c1ccc2c(c1)nnn2C	104	5	1	1.1	0.9	-6	4	-9	-21
COc1ccccc1N1CCN(C(=O)c2cn(-c3ccccc3)nc2-c2cccnc2)CC1	96	-3	0	1.3	1.7	0	-8	1	0
CCOC(=O)Cn1c(=O)oc2cc(S(=O)(=O)NCc3cccs3)ccc21	128	5	6	1	0.8	6	-1	-1	-4
Brc1ccc(-c2nnc3sc(CNC4CCCC4)cn23)cc1	108	.	.	1.1	.	.	.	-6[fluorescence artefact?]	-1
CCc1ccc2[nH]c(=O)c(CN(CCN(CC)CC)C(=O)NC3CCCCC3)cc2c1	112	6	.	1.3	1.2	1	17	-4[fluorescence artefact?]	-2
CC(C)c1ccc(/C=N/NC(=O)CN(c2cccc(Cl)c2Cl)S(C)(=O)=O)cc1	.	2	0	.	1.1	3	-2	.	.
COc1ccc(CCN2C(=O)CCC2(C)C(=O)NCc2cccnc2)cc1OC (stereo unspecified)	102	1	3	1	1.1	3	-19	18	0
CCOC(=O)c1c(-c2cccs2)csc1NC(C)=O	104	.	4	1.1	.	.	.	-10	-9
CC1(C)CC(C2N3CC4(C)CN2CC(C)(C3)C4=O)CCO1 (stereo unspecified)	121	2	-1	1.2	1	-6	3	-34[fluorescence artefact?]	-28
O=C(Nc1ccc2c(c1)OCCO2)c1cnccn1	106	5	-1	.	0.9	-1	7	-5	-5
Fc1ccc(C(c2nnnn2Cc2cccs2)N2CCN(C3CCCCC3)CC2)cc1 (stereo unspecified)	99	4	7	1.2	2.1*	0	-5	2	3
O=C1c2ccccc2C(Nc2ccc(F)c(Cl)c2)N1c1ccccn1 (stereo unspecified)	136	8	5	1.2	0.8	-2	-9	0[fluorescence artefact?]	-8
CCOC(=O)c1nn(-c2ccc(C)cc2)cc1O	107	7	1	.	0.9	-1	-49	1	6
Cc1cc2cc(CNC(=O)c3ccc4c(c3)OCO4)ccc2[nH]1	99	.	-2	1.1	0.8	-1	-15	19	20
Cc1ccc(-n2c(CSc3nc(C)cc(C)n3)nnc2SCC(=O)N2CCCC2)cc1	116	2	2	1	1.4	-1	8	-2[fluorescence artefact?]	2
CNC(=O)c1cc2cc(OC)ccc2n1CCN(C)C	119	2	-4	1.2	1.1	1	-11	2	-8
CC(C)(C)C1CCc2c(sc(NC(=O)c3cccs3)c2C(=O)N2CCCCC2)C1 (stereo unspecified)	98	2	0	1.1	1.3	0	6	-4	1
O=C(CCN1C(=O)C2C3C=CC(C3)C2C1=O)N1CCN(c2ccccn2)CC1 (stereo unspecified)	104	.	-3	1.1	.	.	.	-9	-4

Of the compounds above, these contain a cyano group.
SMILES	ERa SRC1 pot	Ecoli WT expand	FAK blocker	MT1-MMP txn act	PLAP act	Mac1 fbg enh	Mac1 fbg inh	ERb SRC1 inh	ERa coact inh
CC(C)(C)c1ccc(-c2nc3c(C#N)c(-c4ccc5c(c4)OCO5)ccn3n2)cc1	.	-14	-7	.	1.4	-1	7	.	.
CCCCCCOC(=O)C(C#N)c1nc2ccccc2nc1N1CCCCC1 (stereo unspecified)	101	-29	-1	1.8	1.1	0	47	1	1

Additional entries follow.
SMILES	ERa SRC1 pot	Ecoli WT expand	FAK blocker	MT1-MMP txn act	PLAP act	Mac1 fbg enh	Mac1 fbg inh	ERb SRC1 inh	ERa coact inh
O=C(CNS(=O)(=O)c1ccccc1F)Nc1ccc(N2CCOCC2)cc1	.	0	4	.	1.4	-2	0	.	.
COC(=O)C1CCN(Cc2cc(=O)oc3cc(OC)ccc23)CC1	108	11	-3	1.5	1.2	-2	1	-10	-8
CCn1cc(C(=O)N2CCN(c3cccc(Cl)c3)CC2)c2cc(OC)c(OC)cc2c1=O	112	7	-2	1	1.6	5	7	-2	0
Cc1ccc(C(=O)Cn2c(C)cc(C)c(C#N)c2=O)cc1	104	6	-2	1	1	-5	15	2	0
Nc1nnnn1/N=C/c1cccc(O)c1	.	16	3	.	0.8	1	-33	.	.
CCOC(=O)c1cc(NC(=O)N2CCOCC2)c(C)nc1C	123	1	-2	1.1	1	.	.	0	3
COC(=O)C1C(c2ccccc2)C(C(=O)N2CCOCC2)C1c1ccccc1 (stereo unspecified)	102	-15	-3	1.1	1.4	-3	-17	8	8[fluorescence artefact?]
CC(C)(C)NC(=O)c1ccc(COCC(F)(F)F)o1	124[fluorescence artefact?]	3	1	1.1	1	2	-1	-4	-7[fluorescence artefact?]
CCOc1ccc(CCNC(=O)CCN2C(=O)COc3ccccc32)cc1OCC	108	-1	-1	1	1.3	.	.	1	-1
O=C(Nc1nncs1)Oc1ccccc1	108	-1	-1	1.1	0.9	0	.	4[fluorescence artefact?]	-34
Cc1ccc(Cn2nnc3c(=O)n(Cc4cc(C)ccc4C)cnc32)cc1	101	.	-2	1.1	.	.	.	1	2
COCCNC(=S)c1ccc(OC)cc1	110[fluorescence artefact?]	9	3	1.1	0.9	.	.	-12	1
O=C(Nc1nc2ccccc2[nH]1)c1ccc(F)cc1	127	2	12	0.2	1.1	3	19	-11	-1
COCCCNS(=O)(=O)c1ccc2c(c1)CCN2C(C)=O	107	24	-3	1.3	1	0	4	7	5
COc1ccc(NC(=O)N2CCCC2C(=O)Nc2ccc(C)c(Cl)c2)cc1 (stereo unspecified)	120	1	-4	1	1	1	-6	6	-3
CCCCOc1ccccc1C1NC(=O)NC(C)=C1C(=O)OCCOCC (stereo unspecified)	120[fluorescence artefact?]	-3	1	1.1	1	2	3	-5	-6
CN(CCCNC(=O)C1CCC(=O)N1Cc1ccccc1Cl)c1ccccc1 (stereo unspecified)	102	2	-2	1.1	1.4	5	3	-7	-4[fluorescence artefact?]
COc1cccc(N2CC(C(=O)OC(C)C(=O)c3ccccc3)CC2=O)c1 (stereo unspecified)	106	1	-6	1.1	0.9	-2	-2	-14	-2
COc1ccccc1NC1=NC(C)(C)N=C(N)N1	95	-8	-4	1.1	1.1	-3	-8	-2	-4
COCCCn1c(SCC(N)=O)nnc1-c1ccccc1	113	-5	0	1.2	0.9	7	-10	5	-3
CC(C)SC1=NC(C)(C)C=C(/C=C/c2ccc(Cl)cc2Cl)N1	96	2	2	1.1	1.5	-4	-53	5	11
O=C(CN1CCc2ccccc2C1)Nc1ccc(Br)cc1	100	11	4	1.1	0.8	0	-8	-1	0[fluorescence artefact?]
Brc1ccc(-c2nnc(-c3ccccc3)o2)o1	97	.	0	1.3	.	.	.	61*[fluorescence artefact?]	12[fluorescence artefact?]
COc1ccccc1C(c1nnnn1CCc1ccccc1)N1CCCCCC1 (stereo unspecified)	81	3	2	.	1.2	-2	-4	-5	-7
COc1ccc(CCNC(=O)c2sc(=S)n(C)c2N)cc1	107	-5	-5	1.1	0.8	0	5	-5	-4
O=c1c(-c2ccccc2)n[nH]c2ccccc12	116	-1	2	1.1	1	0	5	15	-1
CCc1ccc(N(CC(=O)Nc2nc3ccc(C)cc3s2)S(=O)(=O)c2c(C)noc2C)cc1	107	-19	2	.	1.5	2	7	13	-3
O=C(NCc1cccnc1)c1c(F)c(F)c(F)c(F)c1F	107	0	-1	1.2	1	-3	-5	-7	-7
O=C(NCCCN1CCCC1=O)c1ccccc1NS(=O)(=O)c1ccc(Br)cc1	74	2	-1	1.1	1.5	2	-10	-11	4
Nc1c(C(=O)NCC2CCCO2)c2nc3ccccc3nc2n1-c1ccccc1 (stereo unspecified)	106	-5	7	0.9	1.4	.	.	-2	-3
CSC1=NCCN1C(=O)c1ccco1	131	-3	-4	1.1	1	-2	26	-3	-2
CC(=O)c1ccc(S(=O)(=O)N2CCN(c3nc4c(C)c(C)ccc4cc3C#N)CC2)cc1	225*[fluorescence artefact?]	.	-5	1.2	.	.	.	22[fluorescence artefact?]	9[fluorescence artefact?]
CN1/C(=C\P(=O)(N(C)C)N(C)C)C(C)(C)c2ccccc21	103[fluorescence artefact?]	5	1	1.2	1.1	2	-4	3[fluorescence artefact?]	-4
COC(=O)/C(=C\Nc1cccc(Cl)c1C)c1ncc(C(F)(F)F)cc1Cl	105	-14	-1	1	0.9	-2	12	20	0
COCCn1c(Sc2ccccc2)nc2c1c(=O)[nH]c(=O)n2C	160	-2	5	1	0.9	-2	3	-1	-5
CCCc1cc(Nc2cccc(OC)c2)n2ncnc2n1	117	-7	-2	1.1	2.3*	4	-14	-3	1

6 neighbouring compounds already listed, for reference:
SMILES	ERa SRC1 pot	Ecoli WT expand	FAK blocker	MT1-MMP txn act	PLAP act	Mac1 fbg enh	Mac1 fbg inh	ERb SRC1 inh	ERa coact inh
COc1ccc(CCNC(=O)c2sc(=S)n(C)c2N)cc1	107	-5	-5	1.1	0.8	0	5	-5	-4
O=c1c(-c2ccccc2)n[nH]c2ccccc12	116	-1	2	1.1	1	0	5	15	-1
CCc1ccc(N(CC(=O)Nc2nc3ccc(C)cc3s2)S(=O)(=O)c2c(C)noc2C)cc1	107	-19	2	.	1.5	2	7	13	-3
O=C(NCc1cccnc1)c1c(F)c(F)c(F)c(F)c1F	107	0	-1	1.2	1	-3	-5	-7	-7
O=C(NCCCN1CCCC1=O)c1ccccc1NS(=O)(=O)c1ccc(Br)cc1	74	2	-1	1.1	1.5	2	-10	-11	4
Nc1c(C(=O)NCC2CCCO2)c2nc3ccccc3nc2n1-c1ccccc1 (stereo unspecified)	106	-5	7	0.9	1.4	.	.	-2	-3

Remaining list, next part
SMILES	ERa SRC1 pot	Ecoli WT expand	FAK blocker	MT1-MMP txn act	PLAP act	Mac1 fbg enh	Mac1 fbg inh	ERb SRC1 inh	ERa coact inh
COc1ccc(S(=O)(=O)N2CCN(C(=O)c3cccc(Cl)c3)CC2)cc1	133	-3	1	1.1	1.4	0	5	-7	-4
Cn1nnc(C(O)CN2CCOCC2)n1 (stereo unspecified)	105	-2	1	1	1.1	4	4	-28	-34
COCc1nnc(NC(=O)c2ccc(S(=O)(=O)N(C)c3ccccc3)cc2)o1	114	5	6	0.9	1.5	-1	-22	-9	-3
Nc1nc2n(n1)C(c1ccco1)CC(c1ccc(Cl)cc1Cl)N2 (stereo unspecified)	107	.	.	1.1	.	.	.	-2	-7
O=C(OC(C(=O)NC1CCCC1)c1ccncc1)C1=Cc2ccccc2OC1 (stereo unspecified)	104	-4	1	1.1	1.1	.	.	-12	-7
Cc1ccc(N2C(=O)C3Sc4[nH]c(=O)sc4C(c4ccccc4)C3C2=O)cc1 (stereo unspecified)	70	3	-6	1	0.7	.	.	-5	-6
COc1cc(N2CCCC2)c(OC)cc1/C=C(/C#N)c1ccc(F)cc1	85[fluorescence artefact?]	.	-1	1.1	.	.	.	-1[fluorescence artefact?]	-4[fluorescence artefact?]
CCCc1nc2c(=O)n(C)c(=O)[nH]c2n1CCC	95	2	-1	0.9	1	0	-1	8	-1[fluorescence artefact?]
Cc1ccccc1CN1CCNC1=O	97	10	1	1	1	0	-10	-23[fluorescence artefact?]	-21
Clc1ccc(-c2nc3nc4ccccc4nc3n2Cc2ccco2)cc1	122	-7	-4	1.3	1	5	-7	5[fluorescence artefact?]	0
O=C(Cn1cnc2c(nnn2Cc2ccc(F)cc2)c1=O)NC1CCCC1	122	-2	-4	1.5	1	-6	0	1	-7[fluorescence artefact?]
CCCCSc1nc2c(c(=O)[nH]1)CCC2	110	8	-2	1.2	1.1	-2	-8	1	-4
